FN deposition inh: fibronectin deposition inhibition | inhibition, % at 12.6 µM | AH1F fibroblasts, Alexa488-fibronectin deposition fluorescence, overnight | hit rate 0.086% among 350,000 | AID 743247;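 active = mean inhibition across replicates of 30% or more, regardless of how many single replicates reach that level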;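 note: positive control wells lacked labelled fibronectin entirely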
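Material – AH1F fibroblast monolayer, labelled fibronectin deposition · Reagent – labelled fibronectin 24 nM · Timing – 1 h adhesion, overnight exposure · Measured by – fluorescence at 485 nm excitation, 525 nm emission · Read-out – inhibition of fibronectin deposition signal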
EWS-Fli inh: EWS/Fli transcriptional activity inhibition; A673 NR0B1-luciferase reporter, viability-normalised; inhibition, % at 12.6 µM; hit rate 0.67% among 350,000;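 active = mean inhibition of at least 50% after viability correction, with every replicate also passing that limit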;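 note: firefly luciferase signal divided by Alamar Blue viability fluorescence both relative to DMSO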
Cneo AK release: causes C. neoformans cell lysis; hit rate 0.2% among 360,000; adenylate kinase release luminescence, 4 h; normalised: neutral wells 0, clomiphene wells 100; lysis activity, % at 15 µM; AID 651654;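 active = mean lysis activity across replicates of at least 80%, whatever share of replicates individually reach that level; inactive = mean lysis activity below 80%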
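Material – Cryptococcus neoformans yeast cells · Quantity – 5 × 10^6 yeast cells/mL · Buffer or medium – YPD medium · Compound – single dose · Timing – 4 h static compound exposure, 37 °C, read 1 h post-reagent · Signal – adenylate kinase release luminescence · Read-out basis – lysis from increased AK signal · Benchmarks – Clomiphene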
PGC1a acetyl inh: lowers PGC1a acetylation signal in U2OS cells; AlphaScreen anti-acetyl-lysine; with virally co-expressed GCN5 acetyltransferase; inhibition, % at 15.6 µM; hit rate 0.17% among 350,000; AID 651687;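 active = every replicate shows inhibition of at least 40%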;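 note: 0% = neutral control wells and 100% = positive control wells; some results beyond the cut were filed as inactive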
CASP6 VEID inh: inhibitors of human caspase-6 | purified caspase-6, Z-VEID-R110 cleavage fluorescence | hit rate 0.53% among 350,000 | inhibition, % at 12.5 µM;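 active = mean inhibition across replicates at least about 35%, with every replicate also reaching that limit, limit read from the data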;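 note: 0% = median of neutral control wells and 100% = no fluorescence left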
Target sequence (P55212 24-179 limits assumed): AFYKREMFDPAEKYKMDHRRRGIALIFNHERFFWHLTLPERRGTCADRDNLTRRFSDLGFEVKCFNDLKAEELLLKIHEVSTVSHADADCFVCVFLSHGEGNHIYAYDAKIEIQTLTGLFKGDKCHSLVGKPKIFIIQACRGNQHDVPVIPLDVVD
Target sequence (P55212 194-293 limits assumed): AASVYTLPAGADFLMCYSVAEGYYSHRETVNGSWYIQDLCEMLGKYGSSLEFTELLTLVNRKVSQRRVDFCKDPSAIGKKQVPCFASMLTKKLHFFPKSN
miR122 inh: inhibitors of miR-122 in Huh7 cells; Huh7 miR-122 Renilla luciferase sensor, 48 h; neutral wells = 0, positive control = 100; hit rate 0.3% among 340,000; activation (reporter increase), % at 12.5 µM;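 active = mean replicate activation score at least 90 and every replicate individually at or above 90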;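 note: higher luciferase means less miR-122 activity so hits act as miR-122 inhibitors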
PAX8 reporter: inhibitors of PAX8 transcriptional activity in RMG-I cells; RMG-I TPO-luciferase reporter, SteadyGlo, 24 h; inhibition, % at 12.6 µM; hit rate 1.2% among 360,000;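 active = mean replicate inhibition at least 60% with every replicate also reaching 60%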;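 note: luciferase light reporting Pax8 driven TPO promoter activity; plate controls were median of neutral control wells for no effect and mitoxantrone controls for full effect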
LGR2 inh: blocks bursicon-induced cAMP signaling via Drosophila LGR2. AID 720647. hit rate 0.35% among 380,000. inhibition, % at 9.99 µM. HEK293 LGR2, CRE-luciferase, bursicon-stimulated, 4 h;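 active = drop in luminescence signal, shown as inhibition above about 50% in the replicate tests, limit read from the data, passing the limit was not always enough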;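 note: agonist challenge used bursicon conditioned medium at about half maximal strength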
Starred values were filed as active, the others as inactive; / = no result given; [ ] = another dose, or the depositor's remark.

Letters: A = FN deposition inh; B = EWS-Fli inh; C = Cneo AK release; D = PGC1a acetyl inh; E = CASP6 VEID inh; F = miR122 inh; G = PAX8 reporter; H = LGR2 inh
#1 COc1cccc(SCC2CSc3nc4ccccc4c(=O)n32)c1 (centres undefined)
  A = -5 | B = 7 | C = / | D = 3 | E = 3 | F = / | G = 29 | H = -8

#2 Cc1[nH]c(=O)[nH]c(=O)c1S(=O)(=O)N1CCCC(C(=O)N2CCC(Cc3ccccc3)CC2)C1 (centres undefined)
  A = 6 | B = 1 | C = -1 | D = 6 | E = 2 | F = 0 | G = -8 | H = 15

#3 CCc1ccc2c(CN3CCOCC3)cc(=O)oc2c1
  A = 0 | B = -10 | C = 2 | D = 1 | E = 0 | F = -4 | G = -18 | H = 1

#4 CCN1[C@@H]2c3ccc(-c4cccnc4)c(=O)n3C[C@@H]2[C@@H](CO)[C@@H]1C(=O)NCc1ccccc1
  A = / | B = -3 | C = -5 | D = / | E = 3 | F = 4[16.7 µM] | G = -9 | H = 3

#5 Cc1[nH]c2ccccc2c1/C=N/NS(=O)(=O)c1ccccc1
  A = 3 | B = 4 | C = / | D = -3 | E = 8 | F = / | G = 13 | H = 14

#6 O=C(CN1CCN(C(C(=O)Nc2ccc(Cl)cc2C(F)(F)F)c2ccccc2)CC1)NC1CC1 (centres undefined)
  A = -2 | B = 8 | C = 1 | D = 4 | E = 0 | F = / | G = 4 | H = -3

#7 C[C@@H]1CN([C@H](C)CO)C(=O)c2cc(C3=CCCC3)cnc2O[C@H]1CN(C)Cc1cccnc1
  A = -14 | B = -3 | C = -1 | D = -1 | E = 10 | F = / | G = / | H = 10

#8 COc1ccc([N+](=O)[O-])cc1N(CC(=O)NCc1ccco1)S(C)(=O)=O
  A = -3 | B = 2 | C = / | D = -9 | E = 2 | F = 1 | G = -13 | H = /

#9 CCS(=O)(=O)N1CC2(C1)[C@H](c1ccccc1)[C@@H](CO)N2C(=O)C1CCC1
  A = 2 | B = -5 | C = / | D = 10 | E = 0 | F = / | G = / | H = -12

#10 Nc1c(C(=O)CSc2nnc(-c3ccccc3)o2)c(=O)[nH]c(=O)n1C1CC1
  A = 3 | B = -5 | C = 0 | D = / | E = -1 | F = -8 | G = -3 | H = 9

Given as labelled records: entries from further up.
#8 COc1ccc([N+](=O)[O-])cc1N(CC(=O)NCc1ccco1)S(C)(=O)=O
  FN deposition inh = -3
  EWS-Fli inh = 2
  Cneo AK release = /
  PGC1a acetyl inh = -9
  CASP6 VEID inh = 2
  miR122 inh = 1
  PAX8 reporter = -13
  LGR2 inh = /
#2 Cc1[nH]c(=O)[nH]c(=O)c1S(=O)(=O)N1CCCC(C(=O)N2CCC(Cc3ccccc3)CC2)C1 (centres undefined)
  FN deposition inh = 6
  EWS-Fli inh = 1
  Cneo AK release = -1
  PGC1a acetyl inh = 6
  CASP6 VEID inh = 2
  miR122 inh = 0
  PAX8 reporter = -8
  LGR2 inh = 15
#6 O=C(CN1CCN(C(C(=O)Nc2ccc(Cl)cc2C(F)(F)F)c2ccccc2)CC1)NC1CC1 (centres undefined)
  FN deposition inh = -2
  EWS-Fli inh = 8
  Cneo AK release = 1
  PGC1a acetyl inh = 4
  CASP6 VEID inh = 0
  miR122 inh = /
  PAX8 reporter = 4
  LGR2 inh = -3
#4 CCN1[C@@H]2c3ccc(-c4cccnc4)c(=O)n3C[C@@H]2[C@@H](CO)[C@@H]1C(=O)NCc1ccccc1
  FN deposition inh = /
  EWS-Fli inh = -3
  Cneo AK release = -5
  PGC1a acetyl inh = /
  CASP6 VEID inh = 3
  miR122 inh = 4[16.7 µM]
  PAX8 reporter = -9
  LGR2 inh = 3

(list continues)
Letters: A = FN deposition inh; B = EWS-Fli inh; C = Cneo AK release; D = PGC1a acetyl inh; E = CASP6 VEID inh; F = miR122 inh; G = PAX8 reporter; H = LGR2 inh
#11 COc1ccccc1N(Cc1cc(=O)[nH]c2ccccc12)C(=O)c1ccccc1
  A = 7 | B = -22 | C = / | D = / | E = 6 | F = / | G = 2 | H = 3

#12 c1ccc(Cn2cc(CNc3ccccc3)nn2)cc1
  A = -4 | B = -39 | C = 8 | D = 2 | E = -1 | F = 8 | G = -56 | H = -20

#13 COc1ccc(NC(=O)N(C)C[C@H]2Oc3ccc(NS(=O)(=O)c4ccc(F)cc4)cc3CC(=O)N([C@@H](C)CO)C[C@H]2C)cc1
  A = / | B = 8 | C = / | D = 1 | E = -1 | F = 10[16.7 µM] | G = / | H = 15

#14 Cc1ccc(CN2CCCNC2=O)cc1
  A = -2 | B = / | C = 1 | D = 1 | E = / | F = -21 | G = / | H = -13

#15 COc1ccccc1-c1cc(C(=O)N/N=C/c2cccs2)c2ccccc2n1
  A = 3 | B = / | C = -2 | D = 0 | E = / | F = -4 | G = 33 | H = /

#16 CC1CCCCC1NC(=O)Cn1nc(-c2ccccc2)ccc1=O (centres undefined)
  A = / | B = 2 | C = / | D = / | E = 0 | F = -2 | G = / | H = 0

#17 CC(C)CN(C(=O)CCCSc1nc2ccccc2[nH]1)c1c(N)n(Cc2ccccc2)c(=O)[nH]c1=O
  A = 4 | B = 2 | C = 2 | D = / | E = 10 | F = 0 | G = -5 | H = 16

#18 COc1ccc(S(=O)(=O)N(C)C[C@H]2Oc3ccc(N(C)C)cc3C(=O)N([C@H](C)CO)C[C@@H]2C)cc1
  A = / | B = 0 | C = -2 | D = 9 | E = -1 | F = 112*[16.7 µM] | G = 1 | H = /

#19 CC1CCCN(CCCNC(=O)C2CCN(S(=O)(=O)N3CCC4(CC3)OCCO4)CC2)C1 (centres undefined)
  A = -13 | B = / | C = -2 | D = 2 | E = -14 | F = -3 | G = -10 | H = 7

#20 CC1CCc2sc(C(=O)OCC(=O)NC(N)=O)cc2C1 (centres undefined)
  A = -2 | B = -11 | C = 4 | D = 15 | E = -3 | F = -1 | G = -20 | H = -13

#21 C[C@H](CO)N1C[C@H](C)[C@@H](CN(C)Cc2ccc(F)cc2)Oc2ncc(C#Cc3cccnc3)cc2C1=O
  A = / | B = 2 | C = 0 | D = 4 | E = / | F = / | G = -6 | H = -18

#22 CC1(C)Cc2c(cnn2-c2ccccc2)C(NC(=O)CCc2ccncc2)C1 (centres undefined)
  A = 5 | B = / | C = -1 | D = / | E = -3 | F = / | G = 14 | H = -3

#23 COc1ccc(CC(=O)OCC(=O)NC2CC2)cc1
  A = 2 | B = -3 | C = 2 | D = 2 | E = -1 | F = -5 | G = -3 | H = 8

#24 COCC(=O)N1[C@H](C#N)[C@H](c2ccc(C#Cc3ccccc3F)cc2)[C@@H]1CO
  A = 14 | B = -52 | C = -1 | D = -9 | E = 0 | F = / | G = -53 | H = 3

#25 CC(C)(C)Nc1c([N+](=O)[O-])c(=O)sc2ccccc12
  A = -1 | B = 5 | C = 0 | D = 5 | E = 0 | F = -6 | G = 0 | H = -3

#26 COc1ccc(S(=O)(=O)Nc2ccc3c(c2)C(=O)N([C@@H](C)CO)C[C@@H](C)[C@H](CN(C)Cc2ccc(C(=O)O)cc2)OCCCC[C@@H](C)O3)cc1
  A = / | B = -5 | C = 0 | D = -8 | E = 0 | F = 8[16.7 µM] | G = -9 | H = -11

#27 O=C(COC(=O)/C=C/c1ccc([N+](=O)[O-])cc1)NCc1ccc2c(c1)OCO2
  A = -3 | B = 5 | C = 13 | D = -5 | E = -1 | F = -2 | G = -4 | H = 10

#28 Cn1ccsc1=NC(=O)c1cccc(C#N)c1
  A = 0 | B = -39 | C = 0 | D = 7 | E = -2 | F = 3 | G = -123 | H = -16

#29 CCC1(O)c2ccccc2-c2ncccc21 (centres undefined)
  A = 7 | B = / | C = 0 | D = -5 | E = / | F = 28 | G = 7 | H = /

#30 O=C(CCCN1C(=O)c2cccc3cccc(c23)C1=O)OCC(=O)N1CCCCC1
  A = 2 | B = -1 | C = -1 | D = / | E = 0 | F = -8 | G = -11 | H = -18

#31 Cc1cccc(NC(=O)c2nc[nH]c2C(=O)Nc2cccc(C)c2)c1
  A = -5 | B = 3 | C = / | D = / | E = -1 | F = / | G = -21 | H = 13

An excerpt from above in order of molar mass, highest first:
Letters: A = FN deposition inh; B = EWS-Fli inh; C = Cneo AK release; D = PGC1a acetyl inh; E = CASP6 VEID inh; F = miR122 inh; G = PAX8 reporter; H = LGR2 inh
#30 O=C(CCCN1C(=O)c2cccc3cccc(c23)C1=O)OCC(=O)N1CCCCC1
  A = 2 | B = -1 | C = -1 | D = / | E = 0 | F = -8 | G = -11 | H = -18

#31 Cc1cccc(NC(=O)c2nc[nH]c2C(=O)Nc2cccc(C)c2)c1
  A = -5 | B = 3 | C = / | D = / | E = -1 | F = / | G = -21 | H = 13

#25 CC(C)(C)Nc1c([N+](=O)[O-])c(=O)sc2ccccc12
  A = -1 | B = 5 | C = 0 | D = 5 | E = 0 | F = -6 | G = 0 | H = -3

#28 Cn1ccsc1=NC(=O)c1cccc(C#N)c1
  A = 0 | B = -39 | C = 0 | D = 7 | E = -2 | F = 3 | G = -123 | H = -16

miR122 inh, hit marks shown above.
cpd | Molecule | PGC1a acetyl inh | CASP6 VEID inh | miR122 inh | LGR2 inh
18 | COc1ccc(S(=O)(=O)N(C)C[C@H]2Oc3ccc(N(C)C)cc3C(=O)N([C@H](C)CO)C[C@@H]2C)cc1 | 9 | -1 | 112*[16.7 µM] | /
